Screening data from PubChem BioAssay.
14-3-3g Raf: modulators of 14-3-3 gamma protein binding, primary screen, biochemical, fluorescence polarization. AID 422, 2006. 160,000 compounds, 0.19% hits. FP, 14-3-3gamma / TMR-pS259-Raf peptide binding. inhibition, % at 40 µM. 14-3-3 protein gamma (Homo sapiens), P61981; in the data active = inhibition above about 30%;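 also: 0% = protein plus tracer without compound and 100% = blank with tracer alone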
Target sequence (P61981 whole entry, looked up): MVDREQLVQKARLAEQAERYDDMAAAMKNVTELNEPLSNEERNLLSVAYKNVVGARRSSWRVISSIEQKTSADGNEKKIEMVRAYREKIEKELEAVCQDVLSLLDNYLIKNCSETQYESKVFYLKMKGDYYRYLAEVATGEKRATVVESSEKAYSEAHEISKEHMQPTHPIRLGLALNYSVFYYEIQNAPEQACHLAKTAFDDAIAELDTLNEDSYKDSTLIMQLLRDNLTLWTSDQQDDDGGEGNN
* = called active by the depositor; & = joins results of further samples. Some of the compounds tested; rates above refer to the full screens.

molecule | 14-3-3g Raf
COc1ccc(C2CC(C(F)(F)F)n3ncc(C(=O)Nc4ccc(OC)c(OC)c4)c3N2)cc1 (configuration not stated) | -20
CCOC(=O)N1CCN(CC(=O)c2ccc3c(c2)CCN3C(C)=O)CC1 | -5
CCOc1ccccc1N1CCN(c2nc3ccccc3nc2C(C#N)C(=O)OC(C)C)CC1 (configuration not stated) | 1
COc1ccc([N+](=O)[O-])cc1NC(=O)c1sc2ncn(CC(=O)N3CCCCC3C)c(=O)c2c1C (configuration not stated) | 1
CCOc1ccc(NC(=O)CCCn2c(=S)[nH]c3ccsc3c2=O)cc1 | -8
COc1ccc(Nc2ccc(-c3nn(C)c(=O)c4ccccc34)cc2[N+](=O)[O-])cc1 | -157
COc1ccc(C(=O)NCCSc2c(C)[nH]c3ccccc23)c(OC)c1 | -7
COc1cc(OC)c(Nc2c3c(nc4ccccc24)CCCC3)cc1Cl | -1
COc1ccc(OC(=O)c2ccc(N3C(=O)C4C5CCC(C5)C4C3=O)cc2)cc1 (configuration not stated) | 1
Nc1ccc(-c2nc3ccccc3s2)cc1 | -1
COc1cc(OC)c(C2SCCN2S(=O)(=O)c2ccc(Cl)cc2)cc1OC (configuration not stated) | -5
O=C(COc1ccc(Cl)cc1)NCc1nnc(SCC(=O)N2CCCc3ccccc32)o1 | 3
Cc1cccc(CCNC(=O)c2cn(C)c(=O)c3c2c2ccccc2n3C)c1 | 0
Cc1cccc(N2CCN(c3nnnn3-c3ccccc3)CC2C)c1 (configuration not stated) | 0
COc1ccc(C2C(C(C)=O)=C(O)C(=O)N2CCc2ccccc2)cc1 (configuration not stated) | -6
O=S(=O)(Nc1ccc(-c2nc3ccccc3o2)cc1)c1ccccc1 | -4
O=C(Nc1nc([N+](=O)[O-])cs1)c1cc2ccccc2o1 | -18
CC1CCCN(S(=O)(=O)c2ccc(C(=O)Nc3nc4c(s3)CSc3ccccc3-4)cc2)C1 (configuration not stated) | -118
CC(=O)Nc1n[nH]c(S(=O)(=O)Cc2ccc(Cl)cc2Cl)n1 | -10
COc1cc(C(=O)N2CCN(c3cccc(Cl)c3)CC2)cc(OC)c1OC | -5
COc1ccc(C(=O)NC(NCCOC23CC4CC(CC(C4)C2)C3)(C(F)(F)F)C(F)(F)F)cc1 | 5
CCOC(=O)C1=C(C)NC(C)=C(C(=O)OCC)C1c1ccc(F)cc1 | 3
CCc1nc(C)c(-c2ccccc2)c(=O)[nH]1 | -9
CCN(CC)c1ccc(C2Nc3ccc4ncccc4c3C3=C2C(=O)CC(C)(C)C3)cc1 (configuration not stated) | -14
O=[N+]([O-])c1ccc(C2NCCS2)cc1 (configuration not stated) | 8
CCCN1C(=O)CN(C2CCC(C)CC2)C(=O)C1c1ccc(F)cc1 (configuration not stated) | -4
COc1ccc2nc(NC(=O)CCCN3C(=O)C4C5C=CC(C5)C4C3=O)sc2c1 (configuration not stated) | -5
O=C(COC(=O)c1ccccc1F)c1ccc(-n2nncc2-c2ccco2)cc1 | -3
Cc1cc(NC(=O)Cn2nc3c(cc2=O)CCCC3)ccc1Br | -23
O=c1oc2c3c(nn2c2ccccc12)CCCC3 | -1&5

The final seven records of the section above come first, to join the parts.
molecule | 14-3-3g Raf
CCN(CC)c1ccc(C2Nc3ccc4ncccc4c3C3=C2C(=O)CC(C)(C)C3)cc1 (configuration not stated) | -14
O=[N+]([O-])c1ccc(C2NCCS2)cc1 (configuration not stated) | 8
CCCN1C(=O)CN(C2CCC(C)CC2)C(=O)C1c1ccc(F)cc1 (configuration not stated) | -4
COc1ccc2nc(NC(=O)CCCN3C(=O)C4C5C=CC(C5)C4C3=O)sc2c1 (configuration not stated) | -5
O=C(COC(=O)c1ccccc1F)c1ccc(-n2nncc2-c2ccco2)cc1 | -3
Cc1cc(NC(=O)Cn2nc3c(cc2=O)CCCC3)ccc1Br | -23
O=c1oc2c3c(nn2c2ccccc12)CCCC3 | -1&5
CC(C)OCC(O)CSc1ccccn1 (configuration not stated) | -6
COc1cc2c(cc1NC(=O)c1cccc(Cl)c1)oc1ccccc12 | 7
COc1cccc(-n2nnnc2SCC(=O)N2CCCc3ccccc32)c1 | 0
O=C(Nc1ccc2c(c1)OCCO2)c1ccc(N2CC3CC(C2)c2cccc(=O)n2C3)c(NC(=O)c2ccc(F)cc2)c1 (configuration not stated) | -9
CCC1OC(c2cccc(OC)c2)=Nc2ccccc21 (configuration not stated) | 0
CS(=O)(=O)c1ccc(N2CCOCC2)c(S(C)(=O)=O)c1 | -11
Cc1ccc(C(c2ccc(C)o2)c2ccc(-c3ccc(Br)cc3)o2)o1 | -15
Cc1ccc(-c2nnn(CCC(=O)NC3CCCC3)n2)cc1 | -4
CCCOc1ccc(C2C(=O)N(C3CCC(C)CC3)CC(=O)N2Cc2ccc3c(c2)OCO3)cc1OC (configuration not stated) | 0
Cc1cc(Cl)ccc1OCCCC(=O)Nc1nc2ccc(S(C)(=O)=O)cc2s1 | -18
CCN1C(=O)c2cccc3c(S(=O)(=O)N4CCCC4)ccc1c23 | 8
Cn1c(=O)oc2cc(S(=O)(=O)NCCN3CCCCCC3)ccc21 | -11
Cc1cc(N2CCN(C(=O)c3ccco3)CC2)n2c(nc3ccccc32)c1C#N | -8
Cc1nc2ccccc2nc1OCC(=O)Nc1cc(C(F)(F)F)ccc1N1CCOCC1 | -3
O=C1C2CC=CCC2C(=O)N1c1ccc(NCC(c2ccccc2)c2ccccc2)c([N+](=O)[O-])c1 (configuration not stated) | -47
COC(=O)c1cc(C)nc2c1C(=O)C(=O)C=C2N1CCOCC1 | -6
COc1cc(C2C3=C(CCCC3=O)Nc3nc(SCc4ccccc4)nn32)cc(OC)c1OC (configuration not stated) | -6
Cc1ccc(CN(CC2CCCO2)C(=O)CN2C(=O)C(C(C)C)Oc3ccccc32)o1 (configuration not stated) | -2
COC(=O)c1c(NC(=O)c2ccco2)sc2c1C(C(=O)OC)CC2 (configuration not stated) | -5
COC(=O)C1=C(C)N(C)C(=S)NC1c1ccc(OCc2ccccc2)cc1 (configuration not stated) | 8
O=C(Cn1c(=O)sc2ccccc21)Nc1ccc(S(=O)(=O)N2CCCCC2)cc1 | -7
Cc1ccc(NC(=O)C23CC4CC(CC(C4)C2)C3)c(C)c1 | -8
CCC(=O)N1c2cc(C)ccc2C(=C2SC(C(=O)OC)=C(C(=O)OC)S2)C(=S)C1(C)C | 3
COc1ccc(OC)c(NC2=C(Cl)C(=O)N(c3cccc(C)c3)C2=O)c1 | -21
O=c1cc(C(F)(F)F)oc2ccc(Cl)c([N+](=O)[O-])c12 | 2
Cc1ccc2nc(Nc3nc(C)c4ccccc4n3)[nH]c(=O)c2c1 | -4
O=C(c1ccc2c(=O)n(Cc3ccc4c(c3)OCO4)c(=S)[nH]c2c1)N1CCN(c2ccc(F)cc2)CC1 | -2
COC(=O)C1=C(C)NC2=C(C(=O)CC(c3ccc(Cl)cc3)C2)C1c1ccccc1OC(C)C (configuration not stated) | -7
CN1C(=O)c2cccc3c(Cl)ccc(c23)C1=O | 2
Cc1cccc(NC(=O)CSc2nc(-c3ccc(F)cc3)cc(C(F)(F)F)c2C#N)c1 | -14

A few values from the results shown:
`COc1cc(C(=O)N2CCN(c3cccc(Cl)c3)CC2)cc(OC)c1OC` – 14-3-3g Raf: -5
`COc1ccc(OC)c(NC2=C(Cl)C(=O)N(c3cccc(C)c3)C2=O)c1` – 14-3-3g Raf: -21
`COc1cc2c(cc1NC(=O)c1cccc(Cl)c1)oc1ccccc12` – 14-3-3g Raf: 7
`O=S(=O)(Nc1ccc(-c2nc3ccccc3o2)cc1)c1ccccc1` – 14-3-3g Raf: -4
`Cc1ccc(C(c2ccc(C)o2)c2ccc(-c3ccc(Br)cc3)o2)o1` – 14-3-3g Raf: -15

Further compounds follow:
molecule | 14-3-3g Raf
CCOC(=O)C1CCCN(C(=O)c2ccc(C(C)(C)C)cc2)C1 (configuration not stated) | -8
O=C(Nc1ccccc1)N(CCCN1CCOCC1)Cc1cccs1 | 5
CC(C)(C)C1CCc2c(sc3c2C(=O)NC(c2ccccc2)N3)C1 (configuration not stated) | -13
C=CCc1c(C)nc(-c2ccccc2)nc1Nc1ccc(C)cc1 | -1
O=S(=O)(c1ccc2oc3ccc(S(=O)(=O)N4CCCCCC4)cc3c2c1)N1CCCCCC1 | -3
CC1C=CCC2C(=O)N(c3ccc(Cl)cc3O)C(=O)C12 (configuration not stated) | 3
Cc1ccccc1-n1nnnc1SCc1ncc(-c2ccccc2)o1 | -4
CCOCCOC(=O)C1=C(C)NC2=C(C(=O)CC(c3cccs3)C2)C1c1ccc2c(c1)OCO2 (configuration not stated) | -8
CCCOc1ccc(Cn2c(=O)oc3ccc(C)cc32)cc1OC | 4
Cn1c(=O)c2c(nc(CN3CCc4ccccc4C3)n2Cc2ccccc2F)n(C)c1=O | -4
Cn1c(Cn2c(=O)sc3ccccc32)nnc1SCC(=O)Nc1ccccc1F | -3
CN1CCN(C(c2cccc(C(F)(F)F)c2)c2nnnn2C(C)(C)C)CC1 (configuration not stated) | 3
N#Cc1cnn(-c2ccccc2)c1NC(=O)c1ccccc1F | -3
Cc1cc(Oc2ccccc2)nc(N)n1 | -4
COc1cccc(CNC(=O)c2cnn3c(C(F)(F)F)cc(-c4cccs4)nc23)c1 | -10
O=C(NCc1ccccc1Cl)c1ccc(CNc2nc(=S)[nH]c3ccccc23)cc1 | -6
Cn1c(=O)c2c(nc(NCCCO)n2C)n(C)c1=O | -7
OCCOCCNc1ncnc2c1c(-c1ccccc1)cn2-c1cccc(Cl)c1 | -28
Nc1c(-c2ccc([N+](=O)[O-])cc2)sc2nc3c(cc12)CCCC3 | -10
CC1(C)CC(=O)c2cc3c(N)c(C(=O)Nc4ccc(Cl)cc4)sc3nc2C1 | 5
COc1ccc2[nH]c3ccc(OC)cc3c2c1 | 0
O=[N+]([O-])c1ccc(N2CCN(S(=O)(=O)c3ccc4ccccc4c3)CC2)c(Cl)c1 | -2
COc1ccc(-c2onc(C)c2-c2ccccc2)c(O)c1 | -8&-8
COc1ccc2nc(NC(=O)C3CCN(S(=O)(=O)c4c(C)noc4C)CC3)sc2c1 | -4
Cc1nc(N2CCOCC2)c2c(C)c(C(=O)Nc3ccc(Br)cc3C)sc2n1 | -6
COc1ccc2oc(=O)c(NC(=O)c3cccc([N+](=O)[O-])c3)cc2c1 | 3
O=c1[nH]c2ccsc2c(=O)n1-c1ccc(F)cc1 | 0
O=C(Nc1ccc(N2CCOCC2)c(F)c1)c1ccncc1 | 6
O=C(c1cc2ccccc2oc1=O)N1CCN(C(=O)C2CCCO2)CC1 (configuration not stated) | 2
COc1ccc(NC(=O)c2ccc3c(c2)OCO3)c(OC)c1 | 1

Part of the list above in order of molar mass, smallest number first.
molecule | 14-3-3g Raf
COc1cc(C(=O)N2CCN(c3cccc(Cl)c3)CC2)cc(OC)c1OC | -5
COc1ccc(Nc2ccc(-c3nn(C)c(=O)c4ccccc34)cc2[N+](=O)[O-])cc1 | -157
CCCOc1ccc(C2C(=O)N(C3CCC(C)CC3)CC(=O)N2Cc2ccc3c(c2)OCO3)cc1OC (configuration not stated) | 0

Carrying on.
molecule | 14-3-3g Raf
COc1cc([N+](=O)[O-])cc2c1NC(c1ccccc1Cl)C1CC=CC21 (configuration not stated) | -44
CC(C)c1nnc(NC(=O)CCC(=O)NCc2ccco2)s1 | -3
CC(C)CCOC(=O)c1ccc(NC(=O)c2ccccc2)cc1 | -6
Cc1noc(C)c1C(=O)Nc1nnc(COc2ccc(Cl)cc2)s1 | -11
CCOC(=O)CSc1nc2sc3c(c2c(=O)n1-c1ccccc1)CC(C(C)C)OC3 (configuration not stated) | -2
COC(=O)c1ccccc1OCC(O)Cn1c[n+](C)c2cc(C)c(C)cc21 (configuration not stated) | -9
CCCCOc1ccccc1NC(=O)c1ccc(C(C)(C)C)cc1 | 2
Clc1ccc2c(c1)C1CC(c3ccccc3)=NN1C1(CCCCC1)O2 (configuration not stated) | -4
CCSc1nnc2c(n1)OC(c1cccn1C(C)=O)N(C(C)=O)c1ccccc1-2 (configuration not stated) | -6
COc1cccc2cc(C(=O)N3CCc4ccccc4C3)c(=O)oc12 | 0
COc1cc(S(=O)(=O)NCCc2ccc3c(c2)OCO3)ccc1-n1cnnn1 | 0
COc1ccc(OC)c(-n2c(SCC(=O)NCc3ccco3)nnc2-c2c[nH]c3ccccc23)c1 | -1
CCCCNC(=O)c1ccc(-c2ccccc2)nc1C | -3
CCOC(=O)c1[nH]c(C)c(C(=O)NC2CCN(C(=O)OCC)CC2)c1C | 0
CC(C)COC(=O)c1cccc(N2C(=O)C3C4CCC(C4)C3C2=O)c1 (configuration not stated) | -1
O=C(Nc1ccccc1N1CCN(C(=O)c2ccccc2)CC1)c1ccc2c(c1)OCO2 | -4
Cc1ccc(S(=O)(=O)C2(C(=O)N(C)C3CCCCC3)CC2)cc1 | -3&-13
O=C(CN1CCC(NC(=O)Nc2ccccc2-c2ccccc2)CC1)NCc1ccco1 | -6
Cc1nc2cc(C(=O)NC3CCCCC3C)ccc2n1-c1ccc(Br)cc1 (configuration not stated) | -61
Cc1cc(C)c(S(=O)(=O)NCc2cccnc2)c(C)c1 | -7
O=C(c1cccs1)N(Cc1ccco1)C1CCS(=O)(=O)C1 (configuration not stated) | -6
CCc1ccc2[nH]c(=O)c(CN(CCN3CCCC3)C(=O)NC3CCCCC3)cc2c1 | -1
O=C(c1ccc(Cn2c(=S)[nH]c3ccc(Br)cc3c2=O)cc1)N1CCc2ccccc2C1 | -16
COc1ccc(OC)c(-n2cnc3cc(C(=O)NCc4cccnc4)ccc32)c1 | -307
O=C(Cn1cccc1C(=O)c1ccccc1)NCc1ccc2c(c1)OCO2 | -5
CCOC(=O)c1ccc(Nc2cc(C)nc3c(C)cc(C)cc23)cc1 | -7
COc1ccc(C(=O)Nc2nc(-c3ccccc3)cs2)cc1OC | -18
O=C(NCc1ccccc1)c1ccc2c(=O)n(C3CCCCC3)c(SCc3nc4ccccc4[nH]3)nc2c1 | 4
COc1ccc(C(=O)OC(C)CN(C)C)cc1 (configuration not stated) | -2
CCC(=O)Oc1c(S(=O)(=O)c2ccc(C)cc2)c(C)nn1C(C)(C)C | 2&1
